NPC1 promoter act: NPC1 promoter activation. 320,000 tested, 2.4% active. Potency, µM (top dose mostly 9.22 µM), for the others: at the top dose activation, actives largely listed as activators. Huh7 NPC1 promoter luciferase reporter, 24 h;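 further: potency means the concentration at half of the fitted maximal effect; % of control where 0% means no effect; nearly all actives have a fitted effect of over 60% in size; reporter is driven by a mutant NPC1 promoter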
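Stable NPC1-promoter luciferase Huh7 line; cpd (DMSO) 24 h, 37 °C, 5% CO2; Amplite luciferase reagent 10 min RT; luminescence readout. qHTS format.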
MBNL1-CUG inh: inhibitors of human MBNL1 binding to CUG repeat RNA; TR-FRET MBNL1-His/biotin-(CUG)12 binding, 665/545 ratio; Potency, µM (doses to about 57.5 µM), inactives show at the highest dose activity change, negative = inhibition, usual class: inhibitors; 280,000 tested, 0.036% active; AID 2675; active means well fitted inhibition curve with a large enough effect in the signal ratio, with a control signal flat, not every such curve was filed as active; inconclusive means small, poorly fitted or top-dose-only effect, or effect the other way, or a change in a side signal; inactive means no such curve, though single readings can be large or run the other way; the % refers to the signal ratio; further: potency means the concentration at half of the fitted maximal effect; on the % scale 0 is the no-effect control and ±100 the full control effect
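MBNL1-His + Biotin-(CUG)12, cpd titration 92 nM–58 uM; Tb anti-His Ab 0.055 ng/ul, SA-XL665 5 nM (final); 60 min RT; ratiometric 665/545 nm, Ex 340 nm; normalized to buffer and full-complex controls.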
Menin-MLL TR inh: menin-MLL binding inhibition, Texas Red mutant peptide; O00255; Menin + Texas Red MLL mutant peptide, fluorescence polarization; Potency, µM (doses to about 61.6 µM), for inactives: at the highest dose FP activity change, negative = inhibition, most hits filed as inhibitors; 270,000 tested, 0.23% active; AID 1768; active means well fitted inhibition curve with a large enough effect in the polarisation, with a control signal flat, not every such curve was filed as active; inconclusive means small, poorly fitted or top-dose-only effect, or effect the other way, or a change in a side signal; inactive means no such curve, though single readings can be large or run the other way; the % refers to the polarisation; further: potency means the concentration at half of the fitted maximal effect; % of control where 0% means no effect; many of its hits are not listed in these tables
FLuc modulator: counter-screen for miR-21 project: firefly luciferase inhibitors or activators; purified FLuc, Km substrates, luminescence inhibition; Potency, µM (top dose mostly 57.5 µM), for the others: at the highest dose activity change, negative = inhibition, most hits filed as inhibitors; 360,000 tested, 6.9% active; AID 588342;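 further: potency means the concentration at half of the fitted maximal effect; plate controls were vehicle for no effect and reference inhibitor for full effect; nearly all actives have a fitted effect of over 55% in size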
Target sequence (P08659 whole entry, looked up): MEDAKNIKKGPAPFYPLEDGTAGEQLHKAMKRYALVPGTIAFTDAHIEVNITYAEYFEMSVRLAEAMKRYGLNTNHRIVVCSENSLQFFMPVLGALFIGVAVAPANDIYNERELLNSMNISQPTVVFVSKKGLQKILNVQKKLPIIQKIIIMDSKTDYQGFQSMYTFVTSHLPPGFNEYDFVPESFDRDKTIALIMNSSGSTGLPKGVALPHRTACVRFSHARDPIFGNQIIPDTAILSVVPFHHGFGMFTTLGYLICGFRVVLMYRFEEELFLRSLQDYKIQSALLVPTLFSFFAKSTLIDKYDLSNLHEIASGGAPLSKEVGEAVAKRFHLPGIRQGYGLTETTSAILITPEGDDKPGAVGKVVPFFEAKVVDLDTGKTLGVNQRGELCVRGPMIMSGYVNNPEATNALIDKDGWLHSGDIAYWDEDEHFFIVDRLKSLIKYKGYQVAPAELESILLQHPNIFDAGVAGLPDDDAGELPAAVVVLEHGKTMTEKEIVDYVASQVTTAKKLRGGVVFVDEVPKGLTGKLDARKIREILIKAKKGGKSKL
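Purified P. pyralis luciferase (10nM final) with 10uM D-luciferin and 10uM ATP (Km levels) in 50mM Tris acetate pH 7.5, 10mM Mg acetate, 0.01% Tween-20, 0.05% BSA; qHTS 6-point titration, ~60 µM downward; luminescence read.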
Mito fusion act: inhibitors of mitochondrial division or activators of mitochondrial fusion | S. cerevisiae fusion-defective mutant growth rescue, CellTiterGlo 48 h | Potency, µM (top dose mostly 46.1 µM), for inactives: at the top dose growth rescue (activation), actives largely listed as activators | 320,000 tested, 0.23% active;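 further: potency means the concentration at half of the fitted maximal effect; % of control where 0% means no effect; nearly all actives have a fitted effect of over 45% in size; temperature-sensitive fusion mutants such as fzo1-1 at 37 °C on non-fermentable ethanol glycerol medium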
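Read-out: ATP-based luminescence (CellTiterGlo, 10 min ambient) reporting growth of fusion-defective ts yeast after 48 hours at 37C on glycerol/ethanol YPEG medium in the presence of compound.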
PKM2 act: activators of human pyruvate kinase M2; purified PKM2, Kinase-Glo ATP luminescence, activation; response scale: 0% is enzyme alone, no compound; Potency, µM (titrated, usually from 57.5 µM), inactives show at the top dose activation, most hits filed as activators; 260,000 tested, 0.34% active; further: potency means the concentration at half of the fitted maximal effect; on the % scale 0 is the no-effect control and ±100 the full control effect; nearly all actives have a fitted effect of over 55% in size
Target sequence (P14618 whole entry, looked up): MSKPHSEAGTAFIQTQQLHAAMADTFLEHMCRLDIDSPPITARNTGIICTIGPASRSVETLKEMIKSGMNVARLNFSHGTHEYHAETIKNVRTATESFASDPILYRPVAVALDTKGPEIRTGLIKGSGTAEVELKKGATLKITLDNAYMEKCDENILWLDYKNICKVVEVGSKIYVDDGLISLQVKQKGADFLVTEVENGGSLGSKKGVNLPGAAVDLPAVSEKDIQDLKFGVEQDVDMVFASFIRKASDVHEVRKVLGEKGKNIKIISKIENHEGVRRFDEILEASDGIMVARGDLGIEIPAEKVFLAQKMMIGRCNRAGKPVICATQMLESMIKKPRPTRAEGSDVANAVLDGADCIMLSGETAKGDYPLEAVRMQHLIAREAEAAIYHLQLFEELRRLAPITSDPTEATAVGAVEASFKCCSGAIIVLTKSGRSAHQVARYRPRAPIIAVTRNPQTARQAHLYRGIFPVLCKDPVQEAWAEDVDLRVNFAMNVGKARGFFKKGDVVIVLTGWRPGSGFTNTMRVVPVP
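Kinase-Glo luminescence reports ATP generated from ADP (0.1 mM) and PEP (0.5 mM) by purified hPK-M2 after 1 h at room temperature, pH 7.2 imidazole buffer; intermediate enzyme activity allows detecting inhibitors and activators.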
ELG1 DNA repair: ELG1-dependent DNA repair inhibition; AID 504467; HEK293T ELG1-luciferase reporter, luminescence, 16 h; DNA damage induced by 5-fluorouridine; 330,000 tested, 2.3% active; Potency, µM (doses to about 46.1 µM), without a hit: top-dose activity change, negative = inhibition, most hits filed as inhibitors; further: potency means the concentration at half of the fitted maximal effect; on the % scale 0 is the no-effect control and ±100 the full control effect; nearly all actives have a fitted effect of over 55% in size
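5-Fluorouridine DNA damage + compound/DMSO, 2,000 cells/well, 16 h, 37 °C/5% CO2. ONE-Glo, 30 min RT, luminescence. Readout = decrease in reporter signal.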
Rab9 prom act: Rab9 promoter activation; Huh7 Rab9 promoter-luciferase reporter, luminescence, 24 h; Potency, µM (top dose mostly 9.22 µM), inactives show at the top dose activation, negative = inhibition, actives largely listed as activators; 320,000 tested, 2.8% active; AID 485297; further: potency means the concentration at half of the fitted maximal effect; % of control where 0% means no effect; nearly all actives have a fitted effect of over 60% in size
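Steps: seed 1500 Huh7 Rab9-luc cells per well, rest 2 h at 37 °C; add compound in DMSO; incubate 24 h; add luciferase reagent, 10 min ambient; read luminescence.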
KCNH2 3.1 inh: KCNH2 3.1 (human) potassium channel inhibition; U2OS KCNH2 3.1, thallium flux FluxOr; stronger effect = lower value; activity change, % (tested at about 1.8 µM); 340,000 tested, 0.95% active; AID 720553;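 active means maximum activity change below -70%; inconclusive means maximum activity change from -70% to -50%; inactive means maximum activity change above -50%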;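 further: thallium influx rate constant from kinetic fluorescence after stimulation buffer; on the % scale 0 is the no-effect control and ±100 the full control effect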
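Channel expression came from 3.1 mutant virus (1.77 x 10^8 /mL) applied to suspended U2OS cells for 4 h. Flux was tracked with FluxOr dye plus Red40 quencher, and kinetic rate constants normalized to controls.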
RORg inh: blocks mouse ROR gamma transcriptional activity. P51450. Drosophila S2 Gal4-RORgamma UAS-luciferase reporter, 20 h. 310,000 tested, 5.4% active. AID 2551. Potency, µM (doses to about 53.6 µM), for the others: at the top dose activity change, negative = inhibition, hits mostly inhibitors; further: potency means the concentration at half of the fitted maximal effect; on the % scale 0 is the no-effect control and ±100 the full control effect; nearly all actives have a fitted effect of over 60% in size
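Compounds are pin-transferred onto Drosophila Schneider cells expressing a copper-inducible Gal4–ROR gamma transactivation domain fusion. After 1 hr, copper sulfate is added to 700 uM final; luciferase is read 20 hr later.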
VP16 counter: inhibits Gal4-VP16 luciferase reporter, ROR gamma counter-screen; AID 2546; 310,000 tested, 3.5% active; Drosophila S2 Gal4-VP16 UAS-luciferase, luminescence, 20 h; Potency, µM (titrated, usually from 53.6 µM), for the others: at the top dose activity, negative = inhibition, hits mostly inhibitors;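 further: Gal4-VP16 expression switched on by copper sulfate through the metallothionein promoter; potency means the concentration at half of the fitted maximal effect; on the % scale 0 is the no-effect control and ±100 the full control effect; nearly all actives have a fitted effect of over 50% in size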
The depositor's hits bear a star; ? = inconclusive; · = no result given; & = joins results of further samples; [ ] = remark or other dose. Unless noted, the call rests on the fitted dose curve; in most records, active means well fitted curve in the direction sought with a large enough effect; inconclusive means small, poorly fitted or top-dose-only effect, or another doubt; inactive means no such curve, though single readings can be large; an effect the other way counts as inactive or inconclusive.

SMILES	NPC1 promoter act	MBNL1-CUG inh	Menin-MLL TR inh	FLuc modulator	Mito fusion act	PKM2 act	ELG1 DNA repair	Rab9 prom act	KCNH2 3.1 inh	RORg inh	VP16 counter
Cc1ccc(-n2c(SCc3ccc(C(=O)O)cc3)nnc2-c2ccncc2)cc1	0%	·	·	3%	2%	-6%	-7%	-3%	-4	-3%	1%
Cc1cc(C)c2c(=O)[nH]c(SCC(=O)Nc3ccc(N(C)C)cc3)nc2n1	2%	-13%	24%	?	-1%	-18%	?	-2%	-2	3%	-17%
CCc1ccc(C2=C/C(=C/c3cccnc3)C(=O)O2)cc1	-2%	·	-2%	?	11%	0%	?	1%	-7	?	0%
O=C(Nc1cccc(S(=O)(=O)NCc2ccco2)c1)c1cc(-c2ccccc2)nc2ccccc12	-1%	·	?	0%	-1%	-1%	21µM*	-7%	-25	12%[10 µM]	-4%
CC1=NN(c2ccc(S(=O)(=O)O)cc2Cl)C(=O)C1	-1%	-23%	8%	0%	-4%	-17%	9%	-6%	8	-14%	0%
CC(C)Oc1ccc(CSC(=N)N)cc1	-3%	-12%	1%	6%	2%	2%	-9%	-1%	19	-23%	-8%
Cc1nnc(NC(=O)c2ccc(Br)cc2)s1	?	3%	-8%	2.7µM*	-2%	-3%	?	3.2µM*	1	12%	-6%
O=C(Cn1ncc(Cl)c(Cl)c1=O)N1CCc2ccccc21	-51%[inhibitor]	194%[activator]	-2%	-5%	-8%	-12%	?	-42%[inhibitor]	-44	?	?
Cc1ccnc(NC(=O)c2ccc(S(=O)(=O)NCc3ccco3)cc2)c1	6%	·	·	-18%	7%	·	4%	0%	48	·	·
Cc1ccsc1/C=N/NC(=O)CC(=O)NCC(C)C	-7%	12%	-10%	2%	-3%	4%	5%	19%	-1	7%	14%
CC(=O)c1ccc(N(CC(=O)NC2CCCC2)C(=O)CCC(=O)Nc2cc(C)on2)cc1	-3%	2%	·	1%	0%	·	14%	1%	6	-16%	4%
CCOc1ccc(CC(=O)NC2CCN(Cc3ccccc3)CC2)cc1	-6%	-13%	-3%	8%	0%	-1%	-10%	-6%	20	11%[1.91 µM]	-3%
CCOC(=O)c1ccccc1N/C=C/C(=O)c1cccs1	11%	45%[activator]	?	?	11%	-19%	6%	?	-9	?	-18%
CC(C)(C)c1ccccc1NC(=S)NC1CCCC1	1%	-6%	-9%	2%	-9%	-3%	-4%	-1%	-19	4.5µM*	3.5µM*
C[C@@H](CN=[N+]=[N-])CN1CC[C@H](NC(=O)OCc2ccccc2)CCC1=O	1%	10%	-8%	3%	0%	-2%	-15%	-2%	-5	12%	4%
COC(=O)c1ccc(C2c3[nH]c4ccccc4c3C[C@H]3C(=O)N(C4CCN(Cc5ccccc5)CC4)CC(=O)N23)cc1 (some centres undefined)	-5%	8%	?	-1%	-10%	·	-9%	0%	-80*	34%	-11%
Cc1cccc(N2CCN(Cc3nc(CC4CC4)no3)CC2)n1	0%	-14%	-16%	0%	4%	-7%	3%	11%	-3	7%	1%
CCOc1ccccc1CN1CCN(CC2=Cc3cc(OC)ccc3OC2)CC1CCO (centres undefined)	2%	12%	·	2%	2%	-4%	?	-8%	?	14%	-4%
O=C(COC(=O)c1ccc2ccccc2n1)c1ccc(F)cc1	-1%	5%	-9%	-1%	-1%	-8%	0%	-4%	4	11%	2%
Cc1ccnn1CC(=O)N/N=C/c1ccco1	3%	6%	12%	-1%	-3%	-4%	-5%	-3%	7	-9%	-5%
CCc1ccccc1NC(=O)CCc1nc(-c2cccs2)no1	-5%	-5%	1%	-20%	2%	0%	-8%	3%	-7	39%	32%
Cc1ccc(S(=O)(=O)N2CCN(C(C)CC(=O)O)CC2)cc1 (centres undefined)	16%	-5%	1%	-1%	-1%	0%	?	22%	-3	-11%	7%
CCCC(=O)Nc1nnc(CCN2CCCCC2)s1	-4%	4%	1%	3%	-4%	-1%	-4%	-7%	22	-4%	-6%
O=C(CSc1nnc(C2CC2)n1C1CC1)Nc1cccc(Br)c1	-1%	·	·	·	-6%	·	-2%	-4%	7	·	·
CCCn1c(NC(=O)CN2C(=O)NC3(CCCCC3)C2=O)nc2ccccc21	-8%	·	·	1%	4%	·	0%	-1%	-15	·	·
CC(C)(C)C(=O)N1CCN(c2ccc(NC(=O)c3ccc([N+](=O)[O-])o3)cc2)CC1	-5%	?	?	-2%	-26%	-2%	?	1%	-11	?	14µM*
CCOC(=O)N1CCN(c2nc(-c3ccccc3)c3cc(C)ccc3n2)CC1	-5%	-8%	?	0%	15%	·	?	-3%	-22	0%	1%
CCn1nc(NC(=O)c2ccccc2)c2cc3cccc(C)c3nc21	2%	·	·	-14%	4%	2%	7.3µM*	-2%	-4	-8%	3%
Cc1ccc(C)c(NC(=O)c2nnn(Cc3ccccc3)c2N)c1	2%	3%	-1%	-1%	10%	1%	-1%	1%	-12	11%	3%
O=C(N/N=C/c1ccc(Cl)cc1)C(=O)N1CCCCCC1	-2%	6%	1%	-4%	12%	-13%	5%	-1%	-6	2%	0%
O=C(Nc1cccc2c1CCCC2)c1cc([N+](=O)[O-])cc([N+](=O)[O-])c1	2%	11%	?	0%	6%	-9%	19%	2%	-3	-24%	-2%
COc1cc(/C=C/c2sc3ccccc3[n+]2CCCS(=O)(=O)[O-])ccc1O	-9%	?	?	13µM*	-18%	-62%	-11%	-3%	-4	?	?
CCOC(=O)c1oc2cc(O)ccc2c(=O)c1-c1ccc(OC)cc1	-4%	15%	-1%	5%	10%	-1%	-13%	13%	2	11%	-5%
CCC(NC(=S)NCc1ccc(F)cc1)c1ccc(C)cc1 (centres undefined)	-1%	-12%	33%[activator]	2%	0%	8%	0%	1%	23	2.8µM*	3.2µM*
O=C(Nc1nc2ccc(S(=O)(=O)N3CCCC3)cc2s1)c1ccccn1	26%	2%	?	?	2%	0%	21µM*	?	?	2.8µM*	?
CN(C)S(=O)(=O)c1ccc(/C(O)=C2/C(=O)C(=O)N(Cc3cccnc3)C2c2ccncc2)cc1 (centres undefined)	-2%	?	8%	-1%	-3%	-2%	0%	0%	10	-8%	-7%
CCC1Oc2ccc(C)cc2N(CC(=O)NCCN2C(C)CCCC2C)C1=O (centres undefined)	0%	-3%	?	2%	-1%	-10%	-9%	-7%	-14	?	1%
CC/C(=C\C1CCCCC1)C(NP(=O)(c1ccccc1)c1ccccc1)c1ccccc1 (centres undefined)	-5%	1%	-29%	-16%	-16%	3%	?	-2%	·	?	?
O=C(O)CCCC(=O)Nc1ccc(Br)cc1	-1%	-1%	5%	1%	0%	-5%	-1%	0%	-8	-7%	-7%
CCOC(=O)c1[nH]c(C)c(C(=O)NCc2ccccn2)c1C	-2%	-2%	-2%	0%	-1%	-2%	6%	1%	23	-6%	-4%
CC(C)n1cc(/C=C(\C#N)S(=O)(=O)c2ccccc2)c2ccccc21	-2%	14%	7%	1%	16%	1%	-8%	-3%	0	0%	4%
CCCNc1c(NS(=O)(=O)c2ccc(NC(=O)CC)cc2)c(=O)oc2ccccc12	-1%	-4%	·	-1%	1%	·	-18%	-2%	-17	14%	1%
O=C(NCc1ccc2c(c1)OCO2)c1ccc(Cl)nc1	-1%	-5%	-2%	-1%	7%	1%	3%	-1%	6	-8%	-1%
CCc1ccc(CN2CCC(Oc3ccc(C(=O)N4CCCC4)cc3)CC2)cc1	0%	3%	?	3%	-2%	-2%	-19%	-1%	-46	-22%	3%
Nc1nnc(CC(=O)N2CCCCC2)s1	-1%	0%	3%	5%	-2%	-6%	7%	-4%	12	-5%	-4%
COC(=O)c1sccc1N/N=C(\C)c1ccc(F)c(Cl)c1	-4%	-7%	0%	?	1%	4%	?	-1%	4	42%	6%
CCOc1ccc(CCNC(=O)CSc2cc(=O)n(C)c3ccccc23)cc1OCC	1%	·	1%	-7%&0%	-3%	0%	-10%	1%	-1	-1%	-3%
COc1cccc(C2c3c(oc4ccccc4c3=O)C(=O)N2CCCN(C)C)c1OC (centres undefined)	1%	-2%	-3%	1%	0%	1%	-3%	-5%	5	-1%	5%
O=C(CCNS(=O)(=O)c1ccc2c(c1)CCC(=O)N2)NCc1cccnc1	1%	0%	7%	-1%	0%	0%	1%	1%	-9	-3%	-3%

This is a subset (hit frequency here may not be typical).
